Assay outcomes: PubChem, Sanford-Burnham Center for Chemical Genomics
SENP8 block-1: SENP8 protease inhibitors, primary screen, biochemical, luminescence. inhibition, % at 10 µM. 1.2% of 330,000 active. AID 2540, 2010. purified SENP8, Z-RLRGG-aminoluciferin cleavage. Sentrin-specific protease 8 (Homo sapiens), Q96LD8; in the data active means inhibition above about 50%
SENP6 block: SENP6 protease inhibitors, primary screen, biochemical, luminescence, uHTS. Recombinant SENP6 catalytic domain, aminoluciferin luminescence. inhibition, % at 10 µM. 1.8% of 330,000 active. AID 2599, 2010;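 active means inhibition above about 50% at the single tested dose, limit read from the data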;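 further: plate controls were DMSO wells with enzyme for no effect and DMSO wells lacking enzyme for full effect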
SENP8 block-2: human SENP8 protease inhibitors, primary screen, biochemical, fluorescence, Nedd8 protein substrate, uHTS. Sentrin-specific protease 8 (Homo sapiens), Q96LD8. recombinant SENP8. inhibition, % at 20 µM. 0.64% of 360,000 active. AID 602440, 2012; in the data active means inhibition mostly above about 40%, no sharp cut-off; inactive means mostly below about 27%
PfGluPho inh: PfG6PD enzyme inhibitors, primary screen, biochemical, fluorescence intensity, uHTS; 0.78% of 350,000 active; AID 504690, 2011; PfGluPho enzyme, NADPH resazurin-diaphorase fluorescence; glucose-6-phosphate dehydrogenase-6-phosphogluconolactonase (Plasmodium falciparum 3D7); inhibition, % at 20 µM;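 active means inhibition reaching at least a set limit at 20 µM in the primary screen, cut at about 59% in these data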;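 further: 0% = DMSO wells with substrate and 100% = DMSO wells lacking glucose-6-phosphate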
SENP1 FRET inh: human SENP1 catalytic domain inhibitors, primary screen, biochemical, FRET, uHTS. 0.21% of 360,000 active. Sentrin-specific protease 1 (Homo sapiens), Q9P0U3. inhibition, % at 10 µM. recombinant SENP1 catalytic domain, CyPet-SUMO1-YPet FRET cleavage;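 active means inhibition at least 30% at 10 µM, raw YFP signal under a set limit, fluorescence ratio 0.5 to 1.5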;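 further: 0% = enzyme with DMSO and 100% = no enzyme wells; some results filed as inactive read as strong as hits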
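material = recombinant human SENP1 catalytic domain, His6-tagged | quantity = 20 pM enzyme | reagent = 25 nM SUMO1 FRET substrate | compound dosing = 10 µM single point, 0.5% DMSO | timing = 50 min enzyme reaction, room temperature, light-protected | detection = FRET, CFP and YFP emission | control set = no-enzyme low, enzyme-DMSO high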
SENP7 inh: SENP7 protease inhibitors, primary screen, biochemical, luminescence, uHTS; Sentrin-specific protease 7 (Homo sapiens), Q9BQF6; recombinant SENP7, Z-RLRGG-aminoluciferin luminescence, 40 min; inhibition, % at 5 µM; 1.5% of 330,000 active; AID 434973, 2010;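 active means inhibition above about 50% at the single test dose, limit read from the data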;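 further: plate controls were DMSO with enzyme for no effect and no enzyme buffer wells for full effect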
Apaf-1 inh: inhibitors of human Apaf-1 apoptosome, primary screen, biochemical, DEVD-Rh110 fluorescence, uHTS | reconstituted apoptosome caspase-3 activity | inhibition, % at 20 µM | 0.71% of 330,000 active | AID 489030, 2010; active means inhibition of at least 40% at 20 µM;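 further: plate controls were DMSO wells for no effect and DEVD-CHO caspase inhibitor wells for full effect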
Target sequence (O14727 whole entry, looked up): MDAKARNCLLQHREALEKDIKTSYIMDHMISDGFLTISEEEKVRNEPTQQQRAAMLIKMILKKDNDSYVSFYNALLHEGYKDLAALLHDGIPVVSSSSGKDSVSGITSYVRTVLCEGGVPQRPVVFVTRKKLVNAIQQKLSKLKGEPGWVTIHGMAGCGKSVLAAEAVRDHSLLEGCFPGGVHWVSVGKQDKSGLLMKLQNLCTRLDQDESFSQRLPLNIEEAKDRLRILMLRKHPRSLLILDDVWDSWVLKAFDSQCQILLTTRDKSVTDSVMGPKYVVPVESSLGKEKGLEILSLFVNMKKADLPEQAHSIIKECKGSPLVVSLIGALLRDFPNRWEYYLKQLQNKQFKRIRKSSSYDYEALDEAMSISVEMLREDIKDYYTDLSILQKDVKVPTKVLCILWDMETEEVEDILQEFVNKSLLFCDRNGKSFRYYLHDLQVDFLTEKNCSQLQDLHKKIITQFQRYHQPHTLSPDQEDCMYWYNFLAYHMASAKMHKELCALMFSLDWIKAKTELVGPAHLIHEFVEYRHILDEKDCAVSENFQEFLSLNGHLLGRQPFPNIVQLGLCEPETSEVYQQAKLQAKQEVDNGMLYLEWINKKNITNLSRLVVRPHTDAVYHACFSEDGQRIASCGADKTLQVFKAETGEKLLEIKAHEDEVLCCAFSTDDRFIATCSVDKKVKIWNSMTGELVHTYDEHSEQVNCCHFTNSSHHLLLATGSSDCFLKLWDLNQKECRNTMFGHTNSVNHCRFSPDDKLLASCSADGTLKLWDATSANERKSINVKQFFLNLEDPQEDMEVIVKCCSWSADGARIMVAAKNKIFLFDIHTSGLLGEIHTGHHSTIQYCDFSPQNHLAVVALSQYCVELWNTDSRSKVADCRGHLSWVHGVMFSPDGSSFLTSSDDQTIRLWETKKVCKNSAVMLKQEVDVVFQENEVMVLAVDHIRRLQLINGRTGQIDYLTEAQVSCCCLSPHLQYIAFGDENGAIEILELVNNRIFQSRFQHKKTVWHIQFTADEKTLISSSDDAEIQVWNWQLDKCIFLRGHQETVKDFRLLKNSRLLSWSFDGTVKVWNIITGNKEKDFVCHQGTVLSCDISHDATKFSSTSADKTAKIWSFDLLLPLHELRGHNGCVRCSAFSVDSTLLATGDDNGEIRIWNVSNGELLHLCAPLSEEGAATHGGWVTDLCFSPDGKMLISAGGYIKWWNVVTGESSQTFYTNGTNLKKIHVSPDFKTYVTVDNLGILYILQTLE
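Material: reconstituted apoptosome with Apaf-1, cytochrome c, caspase-9, procaspase-3, dATP; medium: pH 7.5 Hepes buffer with CHAPS, BSA, DTT; also added: cytochrome c and DEVD-Rh110 substrate; timing: 30 min plus 50 min, RT; signal: Rh110 fluorescence intensity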
HKDC1 inh: HKDC1 hexokinase inhibitors, primary screen, biochemical, fluorescence, uHTS | recombinant HKDC1, G6PDH/diaphorase resazurin coupled fluorescence | inhibition, % at 20 µM | 0.16% of 340,000 active | Q2TB90;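 active means inhibition above about 35% when tested at 20 µM, limit read from the data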;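 further: plate controls were DMSO wells with enzyme for no effect and DMSO wells lacking enzyme for full effect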
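System: Recombinant HKDC1 hexokinase | Amount: HKDC1 at 5 µg/mL | Reagent: Glucose with 1 mM ATP | Doses: Single 20 µM dose | Incubation: Reaction time 90 min, room temperature, protected from light | Signal: Coupled resazurin fluorescence, excitation 525 nm, emission 613 nm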
Numbers without * were called inactive; i = inactive; nt = not tested or not shown. Compounds as they come. Share with any hit: about 3.6%.

Order of values: SENP8 block-1	SENP6 block	SENP8 block-2	PfGluPho inh	SENP1 FRET inh	SENP7 inh	Apaf-1 inh	HKDC1 inh
#1 CC[C@@H]1CN(C)[C@H]2Cc3c([nH]c4ccccc34)C(=O)C[C@@H]1[C@@H]2C(=O)OC
→ -6	-4	2	9	-1	-17	0	-2
#2 Cn1ncc2c1ncn1nc(CCc3ccccc3)nc21
→ -12	-22	15	0	1	-3	-11	-8
#3 CCOc1ccc(C(=O)N2CCCC2C(=O)O)cc1 (configuration not stated)
→ 0	8	8	-4	1	2	-34	5
#4 CC[C@]1(c2ccccc2OC)ON(c2ccccc2C(F)(F)F)C1=O
→ -5	0	nt	18	nt	-4	27	6
#5 CCN(CC)C(=S)Nc1ccc([N+](=O)[O-])cc1
→ -12	-12	19	-17	-1	-9	10	11
#6 CCCC1=[N+](CC(=O)c2ccc(C)cc2)CCn2cccc21
→ -14	2	-149	-4	6	-10	7	2
#7 CC(C)NC(=O)CN1CCN(C(=O)CCl)CC1
→ 3	-16	0	2	-1	0	0	-13
#8 CC1CCCCC1NC(=O)Cn1ncc2ccccc21 (configuration not stated)
→ -9	-8	3	-28	-1	-9	2	-3
#9 Cc1c(CCC(=O)O)c(=O)oc2cc3occ(-c4ccccc4)c3cc12
→ -6	-2	-293	-17	1	0	-16	0
#10 N#C/C(C(=O)N1CCCC1)=C1/N=C(N)c2ccccc21
→ -9	-33	19	-8	4	-6	8	-8
#11 Cc1ccc(Nc2nc(N)nc(CN3CCN(Cc4ccc5c(c4)OCO5)CC3)n2)c(C)c1
→ -7	-19	19	-13	2	-14	13	-3
#12 CN(C)/C=C/C(=O)c1ccc2noc(-c3cccc(F)c3)c2c1
→ -7	-6	6	-19	-6	-8	11	5
#13 O=C(CSc1ccccc1)Nc1cccc(S(=O)(=O)N2CCOCC2)c1
→ 4	-13	32	-3	-1	2	5	1
#14 CCN(CC1CCCO1)C(=O)c1cc(COc2cc(C)c(Cl)c(C)c2)on1 (configuration not stated)
→ 9	31	-4	-1	-4	8	19	6
#15 COCCNC(=O)C(C)N(c1ccc(Oc2ccccc2)cc1)S(C)(=O)=O (configuration not stated)
→ -1	-19	9	-3	1	1	-6	-3
#16 Cc1ccc(OCC(=O)NC(=S)Nc2cccc(NC(=O)c3ccc(Cl)cc3Cl)c2)cc1
→ -14	-5	13	-19	1	-16	10	-3
#17 COc1cccc2oc(-c3ccco3)cc(=O)c12
→ 16	21	-268	16	3	26	3	2
#18 O=C(O)c1ccc(C(=O)c2ccc3c(c2)C(=O)N(Cc2ccco2)C3=O)cc1
→ -9	-10	11	-9	0	-3	6	6
#19 COc1ccc(-c2nc(C#N)c(N3CCCCCC3)o2)cc1OC
→ -4	3	-274	-1	1	-1	5	13
#20 COc1ccc(CCC(=O)Nc2cc3c4c(c2)CCC(=O)N4CCC3)cc1
→ 19	-7	13	-6	1	-1	1	-5
#21 CN(CC(=O)Nc1ccc(F)cc1)C(=O)CCc1ccccc1
→ -1	-2	24	-5	2	1	2	-3
#22 CCOc1ccccc1C(=O)Nc1ccccc1-c1ccccc1
→ 4	3	-1	-13	2	-4	4	-12
#23 Cc1c(C)c2ccc(O[C@@H]3O[C@H](CO)[C@H](O)[C@H](O)[C@H]3O)cc2oc1=O
→ 5	-3	-264	-9	-1	6	-3	-2
#24 COc1ccc(-c2c(-c3ccc4c(c3)OCO4)noc2C)cn1
→ 2	-16	6	-4	0	6	6	-1
#25 O=C(Oc1cccc2c(O)cccc12)c1ccco1
→ nt	nt	16	23	-15	nt	nt	16
#26 Nc1c(S(=O)(=O)c2ccccc2)c2nc3ccccc3nc2n1/N=C/c1cccc(O)c1
→ -14	-15	i	-2	-4	18	7	10
#27 O=CN1CCN(C(=O)Cc2ccc([N+](=O)[O-])cc2)CC1
→ -1	10	14	-11	3	5	2	-8
#28 Cc1cccc(C(=O)OCC(=O)Nc2ccc(N3CCCCC3)cc2)c1O
→ 1	-10	14	-15	0	7	-10	-7
#29 N#Cc1cccc(C(=O)OCC(=O)c2ccc3c(c2)NC(=O)CO3)c1
→ 7	-4	7	-2	0	-15	6	1
#30 Clc1ccc(OCc2nnc(-c3ccccc3Br)o2)c(Cl)c1
→ -17	6	5	-16	1	-2	20	-4
#31 CCOC(=O)C1CCN(CC(=O)Nc2cc(S(=O)(=O)N3CCCCC3)ccc2Cl)CC1
→ -11	-27	4	-2	-1	6	32	1
#32 N#CCSc1nc2ccccc2c(=O)n1-c1ccccc1
→ -1	0	25	-11	-1	11	-6	-4
#33 COc1ccc(NC(=O)/C(=C/c2cccnc2)NC(=O)c2cccs2)cc1
→ nt	nt	2	-7	0	nt	nt	-5
#34 COC(=O)c1cc(NC(=O)c2cccs2)ccc1N1CCOCC1
→ -12	-6	-16	15	0	-12	10	-2
#35 CCN=C1SC(CC(=O)NCc2ccccc2)C(=O)N1CC (configuration not stated)
→ -2	-4	2	4	-2	-2	-15	-4
#36 CCCCn1c(=O)c(CCC(=O)OCC(=O)NC(C)c2ccccc2)nc2ccccc21 (configuration not stated)
→ -5	-5	-90	-2	-2	-3	1	-5
#37 COC(=O)C1=C(C)NC(=O)NC1c1ccc2ccccc2c1 (configuration not stated)
→ 4	8	21	-42	0	-1	-16	-6
#38 O=c1c2nnn(Cc3ccccc3)c2ncn1C/C=C/c1ccccc1
→ 1	-2	13	-6	2	-3	12	0
#39 O=C(N/N=C/c1sc(=O)[nH]c1-[n+]1ccc2ccccc2c1)c1ccccc1[O-]
→ 2	6	-82	-2	-24	13	10	2
#40 CCN1CCc2c(C#N)c(NCc3ccccc3)nc(N(CC)CC)c2C1
→ -2	13	-264	1	-56	4	20	7
#41 Cc1cccn2c(=O)c(/C=C(\C#N)C(N)=O)c(N3CCCCCC3)nc12
→ 5	15	-62	6	-44	8	15	-6
#42 COc1cc(F)ccc1S(=O)(=O)NCc1cccnc1
→ -7	-5	10	-5	3	11	-4	1
#43 CC(C)NC(=O)c1ccc2c(c1)N(CC(=O)N1CCOCC1)C(=O)C(C)(C)O2
→ 9	3	24	-3	2	-3	-2	-2
#44 Cc1[nH]nc(SCC(=O)NC(C)c2ccccc2)c1[N+](=O)[O-] (configuration not stated)
→ 13	8	18	4	0	4	0	-12
#45 O=C(CSc1ccccc1)Nc1cc(S(=O)(=O)N2CCOCC2)ccc1N1CCOCC1
→ -10	-4	11	-7	-2	-4	3	-12
#46 C/C(=N\NC(=O)c1ccc(N)cc1)C1CC1
→ -6	-14	20	-8	2	-2	-24	1
#47 NNC(=O)c1cccnc1Oc1ccccc1
→ 1	4	23	0	1	6	-19	-2
#48 CNS(=O)(=O)c1cccc(C(=O)NCC(C)(C)N2CCCCC2)c1
→ 2	-34	8	8	-2	0	-2	-6
#49 Cc1ccc(C(=O)NCc2ccc3c(c2)OCO3)cc1
→ 2	0	7	1	1	7	5	-6
#50 CCC(=O)NC(c1ccc(N(C)C)cc1)c1c(O)ccc2ccccc12 (configuration not stated)
→ 0	7	-48	16	-3	0	-8	0
#51 C=CCN(C(=O)CNC(=O)c1ccco1)C(C(=O)NC1CCCC1)c1ccc(OC)cc1 (configuration not stated)
→ -2	-15	11	-11	0	0	0	-5
#52 O=C(CN1CCN(c2ccccc2O)CC1)NC(c1ccccc1)c1ccccc1
→ 2	19	23	8	1	8	13	1
#53 CC(C)(C)c1ccc2c(c1)N(CC(=O)O)C(=O)CO2
→ -4	-8	8	-10	0	-4	-15	3
#54 COc1ccc(-c2cc(C(=O)Nc3ccccc3SC)no2)cc1
→ -21	-10	-73	10	0	-4	0	-6
#55 Cn1c(CN2CCCC2)nc2cc(NS(=O)(=O)c3ccc(Cl)cc3)ccc21
→ -3	-2	-15	2	-6	-2	3	2
#56 CCc1cc2c(-c3ccccc3)cc(=O)oc2c(CN2CCOCC2)c1O
→ -3	-14	i	-2	-17	8	14	8
#57 CCOC(=O)C(C)CC(C)C(=O)N1CCOCCN(C(=O)C(C)CC(C)C(=O)OCC)CCOCC1 (configuration not stated)
→ 7	5	7	-8	1	-4	-2	-3
#58 CC(C)c1cc(NCC2CCCO2)n2c(nc3ccccc32)c1C#N (configuration not stated)
→ -6	-6	-313	7	-109	-4	14	17
#59 CCCCOc1ccc(C2(C(=O)O)CCCC2)cc1
→ -1	-20	14	-11	1	-2	14	-5
#60 C=CCNC(N)=S
→ 0	-8	12	1	2	-2	0	-2

The last 2 records of the section before open the next one:
Order of values: SENP8 block-1	SENP6 block	SENP8 block-2	PfGluPho inh	SENP1 FRET inh	SENP7 inh	Apaf-1 inh	HKDC1 inh
#59 CCCCOc1ccc(C2(C(=O)O)CCCC2)cc1
→ -1	-20	14	-11	1	-2	14	-5
#60 C=CCNC(N)=S
→ 0	-8	12	1	2	-2	0	-2
#61 c1ccc2sc(C3CCN(Cc4nnnn4Cc4ccc5c(c4)OCO5)CC3)nc2c1
→ 0	-11	17	8	-4	-13	18	-1
#62 COc1ccc(N(C)C(=O)c2ccc3nc(-c4ccccc4)c(-c4ccccc4)nc3c2)cc1
→ -3	1	30	5	-22	-2	24	3
#63 CCc1nnc(NC(=O)c2cccc(OC)c2)s1
→ -9	-18	32	62*	0	12	-11	-3
#64 C#CCOCCOCCOCCNc1nc(N2CCN(C(=O)[C@H]([C@@H](C)CC)n3cc(CCCCN)nn3)CC2)nc(N2CCN(C(=O)[C@H](C)n3cc(CCC(=O)O)nn3)CC2)n1
→ -8	0	15	1	0	3	-1	-4
#65 COc1cccc(-n2c(SCC(=O)Nc3ccc4c(c3)CCC4)nc3ccccc3c2=O)c1
→ nt	nt	11	-5	-1	nt	nt	-3
#66 CCc1ccc(N2CC(C(=O)NCCC3=CCCCC3)CC2=O)cc1 (configuration not stated)
→ -6	2	6	11	-2	-10	5	-2
#67 Cc1nnc(NC(=O)COc2ccc3c(C)cc(=O)oc3c2)s1
→ 6	0	-460	-1	-11	8	-2	7
#68 COc1ccc(CC(=O)c2ccc(OC)c(OC)c2C)cc1OC
→ -2	14	2	-12	0	3	-8	-5
#69 COCCn1c(SCC(=O)NC2CCCC2)nc2c(c1=O)SCC2
→ 7	13	8	-18	-1	-2	3	-4
#70 Cc1noc(C)c1COc1ccccc1C(=O)NCCc1ccccc1
→ -4	-8	16	4	-18	-10	7	2
#71 CC(=O)/C(=N\Nc1ccccc1)Sc1nncn1C
→ -4	-3	10	38	2	-4	1	-15
#72 O=C(CSc1ccc(-c2ccc(F)cc2)nn1)NCc1ccco1
→ -2	7	28	-1	2	5	0	1
#73 COc1ccc(C(=O)Nc2ccc(OCc3ccccc3)cc2)cc1[N+](=O)[O-]
→ -4	-8	7	17	-31	6	-16	0
#74 O=C(COc1ccc2ccccc2c1Br)N1CCCCC1
→ 13	31	2	-10	-5	5	22	16

Three compounds already listed, arranged by the number in SENP6 block, low to high.
#	compound	SENP6 block
63	CCc1nnc(NC(=O)c2cccc(OC)c2)s1	-18
69	COCCn1c(SCC(=O)NC2CCCC2)nc2c(c1=O)SCC2	13
68	COc1ccc(CC(=O)c2ccc(OC)c(OC)c2C)cc1OC	14
